Apoferritin bind – binds horse apoferritin like a general anesthetic; AID 485281; Potency, µM (doses to about 77.5 µM), inactives show at the highest dose activity change, negative = displacement, hits mostly inhibitors; actives 0.074% (n = 350,000); P02791; apoferritin/1-aminoanthracene competitive binding, fluorescence; also: potency is read from the fitted curve at half-maximal effect; % is scaled to controls: 0 for no effect and ±100 for the full control effect; nearly all actives have a fitted effect of over 20% in size
Target sequence (P02791 2-175 limits assumed): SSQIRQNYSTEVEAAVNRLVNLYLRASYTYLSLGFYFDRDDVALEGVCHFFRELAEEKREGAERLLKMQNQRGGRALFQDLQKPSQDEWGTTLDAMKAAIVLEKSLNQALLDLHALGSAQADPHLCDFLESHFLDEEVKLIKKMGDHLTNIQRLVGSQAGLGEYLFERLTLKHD
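Read-out: endpoint 1-AMA fluorescence, excitation 380 nm and emission 535 nm, after compounds sit 10 min at room temperature with 10 uM horse-spleen apoferritin in 50% saturated 1-AMA/PBS. Values come from four-parameter Hill fits.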
Pol kappa inh – inhibitors of human DNA polymerase kappa | Q9UBT6 | purified Pol kappa, fluorescent DNA synthesis assay, 10 min | Potency, µM (top dose mostly 107 µM), without a hit: top-dose activity, negative = inhibition, hits mostly inhibitors | actives 0.53% (n = 400,000) | AID 588579; also: potency is read from the fitted curve at half-maximal effect; % is scaled to controls: 0 for no effect and ±100 for the full control effect
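First, compounds were pin-transferred onto 10 nM Pol kappa. After 15 min at room temperature, substrate was added to 50 nM final. Fluorescence was then measured kinetically at 0 and 10 min.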
APEX1 inh – blocks human APE1 abasic DNA cleavage; P27695; recombinant APE1, TAMRA/BHQ-2 abasic DNA cleavage fluorescence; Potency, µM (highest dose often 65.8 µM), inactives show at the top dose activity change, negative = inhibition, most hits filed as inhibitors; actives 0.35% (n = 350,000); AID 2517;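 also: potency is read from the fitted curve at half-maximal effect; plate controls were vehicle for no effect and reference inhibitor for full effect; nearly all actives have a fitted effect of over 55% in size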
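APE1 at 0.75 nM preincubated 15 min at room temperature with compound. Reaction then started with 50 nM double-stranded THF-abasic substrate labelled with TAMRA/BHQ-2, and 525/598 nm fluorescence read kinetically. Activity taken as third-minus-first read difference, normalized to DMSO and NSC13755 controls.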
ERG Ets-DNA blk – ERG Ets/DNA interaction inhibition | P11308 | fluorescence polarization, His-ERG Ets domain / labelled DNA | Potency, µM (highest dose often 76.9 µM), for inactives: at the highest dose FP activity, negative = inhibition, actives largely listed as inhibitors | actives 0.028% (n = 370,000) | AID 624246; active = well fitted inhibition curve with a large enough effect in the polarisation, with a control signal flat; inconclusive = small, poorly fitted or top-dose-only effect, or effect the other way, or a change in a side signal; inactive = no such curve, though single readings can be large or run the other way; the % refers to the polarisation;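 also: polarization taken with two DNA probes labelled with fluorescein and Texas red; potency is read from the fitted curve at half-maximal effect; % of control where 0% means no effect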
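His-tagged ERG Ets domain (1 uM in the protein solution; 300mM KCl, 50mM Tris-HCl, 1mM EDTA, 1mM DTT, pH 7.5) received compound, then a probe mix of 5 nM fluorescein-DNA and 100nM Texas-615-DNA. Fluorescence polarization was read for both dyes.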
POLB inh – blocks human DNA polymerase beta activity; P06746; Pol beta primer extension/strand displacement, fluorescence kinetic; Potency, µM (highest dose often 114 µM), inactives show at the highest dose activity change, negative = inhibition, hits mostly inhibitors; actives 1.3% (n = 340,000); also: potency is read from the fitted curve at half-maximal effect; % is scaled to controls: 0 for no effect and ±100 for the full control effect
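10 nM enzyme + cpd, 15 min RT; start with substrate 50 nM final; read 0 min and after 10 min RT. Corrected, normalized data; 4-parameter Hill curve fit.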
Pol iota inh – blocks human DNA polymerase iota activity | actives 1% (n = 390,000) | AID 588590 | Pol iota fluorescent replication assay, 10 min | Q9UNA4 | Potency, µM (top dose mostly 115 µM), without a hit: at the top dose activity, negative = inhibition, hits mostly inhibitors; also: potency is read from the fitted curve at half-maximal effect
Target sequence (Q9UNA4 whole entry, looked up): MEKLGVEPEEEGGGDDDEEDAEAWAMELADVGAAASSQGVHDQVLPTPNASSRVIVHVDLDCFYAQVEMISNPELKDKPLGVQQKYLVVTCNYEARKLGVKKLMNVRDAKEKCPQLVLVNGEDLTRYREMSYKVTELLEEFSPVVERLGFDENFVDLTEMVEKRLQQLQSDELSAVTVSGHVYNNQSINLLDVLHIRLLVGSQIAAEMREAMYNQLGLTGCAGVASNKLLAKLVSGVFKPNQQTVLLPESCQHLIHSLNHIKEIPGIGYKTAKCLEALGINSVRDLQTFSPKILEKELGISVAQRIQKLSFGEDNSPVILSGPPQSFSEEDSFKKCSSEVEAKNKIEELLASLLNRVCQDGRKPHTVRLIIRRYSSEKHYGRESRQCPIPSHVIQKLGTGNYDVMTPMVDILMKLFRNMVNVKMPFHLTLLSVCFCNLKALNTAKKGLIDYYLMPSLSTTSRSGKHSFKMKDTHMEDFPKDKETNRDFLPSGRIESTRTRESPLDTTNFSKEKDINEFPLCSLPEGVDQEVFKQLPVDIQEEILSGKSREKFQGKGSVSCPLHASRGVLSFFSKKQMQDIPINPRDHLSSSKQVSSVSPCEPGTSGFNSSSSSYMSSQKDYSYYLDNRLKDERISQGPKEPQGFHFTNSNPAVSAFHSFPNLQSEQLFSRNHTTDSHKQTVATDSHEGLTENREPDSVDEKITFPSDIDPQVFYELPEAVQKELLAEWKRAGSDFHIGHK
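Pol iota at 10 nM preincubated 15 min with compounds at room temperature; reaction started with fluorescent substrate, 50 nM final. Fluorescence read kinetically at 0 and 10 min; buffer-only wells as negative control.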
ALOX12 inh – ALOX12 (human) lipoxygenase inhibition | P18054 | purified 12hLO, xylenol orange hydroperoxide absorbance | Potency, µM (highest dose often 108 µM), for the others: top-dose activity change, negative = inhibition, most hits filed as inhibitors | actives 1.1% (n = 580,000) | AID 1671190; also: potency is read from the fitted curve at half-maximal effect; % is scaled to controls: 0 for no effect and ±100 for the full control effect
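Purified human 12hLO at 150 nM in 25 mM Hepes, 0.01% Triton X-100, pH 7.0, preincubated 15 min at room temperature with compound. Reaction started with 40 uM arachidonic acid, 30 min at room temperature. Hydroperoxide measured by Fe-xylenol orange, 573/405 nm absorbance ratio.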
BLM helicase inh – Bloom syndrome helicase (human) inhibition; P54132; recombinant BLM DNA unwinding, fluorescence dequenching; Potency, µM (doses to about 56.1 µM), without a hit: at the top dose activity change, negative = inhibition, usual class: inhibitors; actives 0.2% (n = 350,000);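 also: potency is read from the fitted curve at half-maximal effect; plate controls were vehicle for no effect and no enzyme for full effect; nearly all actives have a fitted effect of over 35% in size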
TRHR ag – TRH receptor (human) agonism; P34981; TRHR cells, calcium flux fluo-8, FDSS agonist mode; activation, % at 2 µM; actives 0.18% (n = 360,000); AID 493084; in the data active = activation above about 30%; also: 0% is about no effect
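In this calcium-flux screen, cells bearing human TRHR are dye-loaded with fluo-8, baselined for 10 cycles, then exposed to library compounds; positive kinetic calcium responses during the agonist phase mark hits, with TRH as control.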
* hit, by the source's call; ? = inconclusive; · = not tested or not shown; & = joins results of further samples; [ ] = remark or other dose. Unless noted, calls follow the shape of the dose curve; as a rule, active = well fitted curve in the direction sought with a large enough effect; inconclusive = small, poorly fitted or top-dose-only effect, or another doubt; inactive = no such curve, though single readings can be large; an effect the other way counts as inactive or inconclusive. This is a subset. The share of hits here may be higher or lower than overall.

SMILES	Apoferritin bind	Pol kappa inh	APEX1 inh	ERG Ets-DNA blk	POLB inh	Pol iota inh	ALOX12 inh	BLM helicase inh	TRHR ag
CCCCn1c(SCc2nnc(-c3ccccc3)o2)nc2c1c(=O)n(C)c(=O)n2C	-10%	-10%	2%	1%	20%	2%[58.9 µM]	11%	-1%	-1.0
CC(=O)Nc1cccc(C(=O)Oc2cccc(C)c2)c1O	-5%	-6%	14%	-4%	-1%	6%	-9%	-2%	-0.9
CC(C)(C)c1ccc(C2CC2C(=O)N/N=C\c2cc3ccccc3nc2Cl)cc1 (configuration not stated)	-11%	8%	6%	1%	32%	12%	-7%	-1%	0.1
CCCc1cc(-c2ccc(O)c(OCC)c2)c(C#N)c(N)n1	-22%	-14%	0%	-11%	?	7%	?	-5%	-1.1
CCOc1ccc2[nH]cc(C(=O)NCCCN3CCOCC3)c(=O)c2c1	-1%	-7%	-7%	-4%	18%	70%[activator]	10%	3%	1.8
O=C(NNc1ncnc2c1cnn2-c1ccccc1)c1cccs1	-2%	-12%	4%	4%	33%	67%[activator]	2%	-8%	-0.3
O=C(CSc1nnc(-c2ccc(Cl)cc2)o1)c1ccc([N+](=O)[O-])cc1	-5%	2%	·	0%	19%	11%	6%	0%	-0.7
CCN(CC)S(=O)(=O)c1ccc(N2CCCC2)c(C(=O)Nc2ccc(OC)c(Cl)c2)c1	-9%	-5%	2%	0%	-19%	-2%	-9%	-5%	-0.3
Cc1ccc(S(=O)(=O)N2CCCCC2)cc1C(=O)NC1CCCCC1	2%	-6%	90%[activator]	5%	14%	56%[activator]	-4%	-4%	-1.6
Cc1onc(-c2ccccc2)c1C(=O)N1CCN(Cc2ccc3c(c2)OCO3)CC1	-11%	-10%	-1%	1%	?	7%	-7%	-2%	0.2
Cc1ccc(CC2CC(=O)N(c3nc4ccccc4n3C)C2=O)cc1 (configuration not stated)	-14%	-4%	2%	14%	-1%	1%	3%	0%	-0.4
COc1ccc(S(=O)(=O)NCCc2sc(C)nc2C)cc1F	-22%	-6%[60.1 µM]	·	-1%	2%	27%	-12%	0%	1.2
COCCCNC(=O)c1ccc(C2SCC(=O)N2Cc2ccco2)cc1 (configuration not stated)	-5%	-6%	3%	-2%	10%	38%[activator]	67%[activator]	-8%	0.7
CC1CN(S(=O)(=O)c2ccc(F)cc2)C(C)N1C(=O)N1CCOCC1 (configuration not stated)	2%	-5%	25%	2%	21%	?	-1%	-6%	0.1
CCN1C(=O)c2cccc3c(S(=O)(=O)N(C(C)=O)c4ccc(OC(C)=O)cc4)ccc1c23	·	-7%	39%	-6%	·	7%	0%	·	·
c1ccc(C2CCC(N3CCN(c4ccccc4)CC3)CC2)cc1 (configuration not stated)	-8%	-2%	20%	7%	13%	162%[activator]	·	-1%	-2.3
CNC(=O)c1cccc2cccc(Sc3ccccc3C(=O)O)c12	4%	-17%	14%	1%	21%	22%	?	-3%	0.5
O=C(CN1C(=O)COc2ccccc21)NCc1ccccn1	-7%	-1%	-2%	7%	39%	39%[activator]	21%	-1%	0.9
CCOC(=O)Cc1csc(NC(=O)Cc2ccc(Cl)cc2)n1	-6%	-11%	-3%	-6%	5%	-12%	?	-6%	-0.7
COc1ccc(OC)c(S(=O)(=O)NCCc2sc(-c3ccc(C)cc3)nc2C)c1	2%	0%[60.1 µM]	·	0%	-6%	20%	-3%	-2%	-0.1
CCCC[C@H](CN[C@@H](CNC)[C@H](C)CC)NCCC12CCC(CC1)C2	-15%	-13%	5%	-5%	1%	-13%	-5%	2%	0.4
CC(=O)c1ccc(N2CCN(C(=O)C3CCCN(S(=O)(=O)c4cnc[nH]4)C3)CC2)cc1 (configuration not stated)	-14%	1%	0%	4%	14%	4%	-24%	-8%	-0.1
COC(=O)c1ccccc1NC(=O)CSc1n[nH]c(-c2ccco2)n1	-10%	-5%	10%	6%	16%	66%[activator]	22%	0%	0.5
COc1ccc(-c2cc(=O)c3ccccc3s2)cc1	?	-3%	1%	·	6%	25%	-34%	-10%	-0.4
CCOc1ccc(N2C(=O)CSC2=S)cc1	-21%	-2%	22%	45%[activator]	-3%	-20%	2%	2%	-1.2
COc1ccccc1N(CC(=O)Nc1ccc2c(c1)OCO2)S(=O)(=O)c1ccccc1	-9%	-6%	-8%	-2%	21%	3%	?	-6%	-0.6
CCc1ccc(-n2nnnc2SCC(=O)NNC(=O)c2ccco2)cc1	-10%	-1%	13%	·	43%	33%[activator]	7%	-3%	-0.8
Cn1c(NC(=O)c2ccc(Cl)cc2)cc(=O)n(C)c1=O	-13%	-8%	0%	-1%	-14%	19%	2%	1%	0.7
CCOC(=O)c1ccc(S(=O)(=O)N2CCN(C)CC2)cc1	-6%	-18%	15%	·	4%	9%	-22%	-1%	0.3
CCOc1cc(N2CCOCC2)c(OCC)cc1NC(=O)CN1CCC(Cc2ccccc2)CC1	-10%	1%[60.1 µM]	-5%	21%	2%	-3%	-10%	-2%	-1.5
CCOc1cc(C(=O)Nc2cc(C)ccc2C)ccc1OCC(=O)N1CCCCC1	-16%	-15%	7%	0%	20%	5%	-13%	5%	0.1
Cc1ccc(-n2c(=O)c3sccc3n(CC(=O)NC3CCCC3)c2=O)cc1	1%	-5%	40%[activator]	0%	1%	-25%	13%	-4%	-0.7
Oc1cccc(-c2nc3ncccn3c2Nc2cccc(C(F)(F)F)c2)c1	48%[activator]	-8%	·	7%	-1%	4%	?	-2%	0.5
COc1ccc(NC(=O)CSCc2ccc(C)cc2)cc1	-14%	3%	0%	5%	-1%	-16%	-9%	0%	-0.4
Cc1c(NC(=O)COC(=O)CCc2c[nH]c3ccccc23)c(=O)n(-c2ccccc2)n1C	-4%	-6%	-4%	-4%	7%	26%	8%	1%	-0.3
CCCCNCC1CCCO1 (configuration not stated)	-1%	1%	-6%	-1%	9%	56%[activator]	-3%	-3%	0.8
O=C(CCCCCCCC(=O)N1CCCC1)N1CCCC1	·	-13%	·	4%	·	7%	-6%	·	·
Cc1ccc(C)c(NC(=O)COC(=O)c2c(C)nn(-c3ccccc3)c2C)c1	·	-2%	4%	5%	·	-7%	400%[activator]	·	-0.6
O=C(COc1ccc(S(=O)(=O)NC2CCCCC2)cc1)NC1CCCCC1	-16%	-16%	0%	-1%	-24%	5%	109%[activator]	-4%	-1.1
CCCOc1ccc2c3c(c(=O)oc2c1OCCC)CCCC3	?	-17%	-4%	1%	2%	16%	-2%	-7%	1.1
CCOC(=O)c1cnc2ccc(OCC)cc2c1NCc1ccccc1	-19%	-8%	-4%	12%	2%	22%	-8%	-7%	-0.5
Cc1ccc2c(c1)N(CC(=O)Nc1ccccc1F)C(=O)CO2	-3%	2%	10%	6%	?	·	0%	0%	0.7
CC(Nc1ccc(Br)cn1)c1cc(Cl)ccc1O (configuration not stated)	?	-12%	-1%	1%	1%	0%	-11%	-11%	-0.4
N/C(=N\OC(=O)c1ccccc1Cl)c1cccc([N+](=O)[O-])c1	-7%	-3%	26%	24%	-8%	17%	35%[activator]	-5%	-0.6
O=C(CNC(=O)c1cccc(F)c1)NC1CC1	·	-15%	-4%	-6%	·	4%	11%	·	·
OCc1cccc[n+]1Cc1ccccc1	·	0%	·	-4%	·	153%[activator]	?	·	·
Oc1ccc(N=Nc2ccc3c(c2)OCCO3)c(O)c1	-8%	-18%	-3%	5%	-1%	-1%	-7%	-7%	0.3
CCCN(c1nc(C)cc(OC)n1)S(=O)(=O)c1ccccc1	-5%	-16%	13%	-9%	16%	13%	-26%	-7%	2.3
CC(C)NC(=O)Cn1nc(C(F)(F)F)c2c1CCC2	6%	5%	5%	7%	-4%	-5%	433%[activator]	-5%	-0.1
COc1ccccc1Cn1cc(C(=O)c2ccccc2)c(=O)c2cc(OC)c(OC)cc21	?	-4%	·	7%	3%	21%	-3%	3%	0.2
CC(C)c1ccc(NC(=O)C2C3C=CC4(O3)C2C(=O)N(CCCN2CCOCC2)C4C(=O)NC2CCCCC2)cc1 (configuration not stated)	-5%	-14%	13%	3%	9%	70%[activator]	-8%	-1%	0.4
CC[C@H]1C(=O)[C@@H](Cc2ccccc2)[C@@H]2CCN3C(=O)CCC[C@H]1[C@H]23	·	6%&-8%	·	-4%	·	18%&19%	-10%	·	·
CCN1CCN(c2ncc3c(n2)CC(c2ccc(OC)c(OC)c2)CC3=O)CC1 (configuration not stated)	-15%	-1%	8%	3%	0%	-3%	0%	0%	0.8
O=C(COc1ccc(Cl)cc1Cl)N1CCNC1=O	·	4%	-7%	-17%	·	-7%	26%&-9%	·	-0.1
Cc1ccccc1NC(=O)Cc1nc(COC(=O)c2cccnc2Cl)cs1	·	-24%	29%	-5%	·	-7%	168%[activator]	·	-1.0
Cc1ccc(NC(=O)C(C)Sc2nc(-c3ccccc3)cc(=O)[nH]2)cc1 (configuration not stated)	4%	1%	-10%	3%	70%	25%	-6%	-10%	-0.5
CCCCNC(=O)C1CCN(C(=O)N2CC(C)Oc3ccc(Cl)cc32)CC1 (configuration not stated)	-17%	0%	·	5%	11%	19%	12%	-6%	0.2
COc1ccc(CNC(=O)CSc2ncc3c(n2)-c2cc(Cl)ccc2N(Cc2ccccc2)S3(=O)=O)cc1	-5%	-2%	·	1%	37%	0%	-16%	0%	0.2
NNc1nc(Nc2ccc([N+](=O)[O-])cc2)nc(N2CCCCCC2)n1	-13%	-11%	4%	1%	-1%	-1%	-4%	-7%	1.7

Compound activity from PubChem.
